# KCC2 mod = modulates chloride dependent transport by human KCC2; AID 1456; KCC2 cells, thallium flux FluoZin-2 fluorescence; 2.2% of 190,000 active; Q9H2X9; B-score of Tl+ flux slope (higher = more flux/activation; lower = inhibition) at 10 µM;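 active = thallium flux slope and its plate-corrected score both differing from the plate sample mean at a set confidence after two filtering rounds, in either direction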;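 also: slope of fluorescence scaled to starting intensity during 10 to 20 s after thallium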
# hK5 inh = kallikrein 5 (human) inhibition; Q9Y337; recombinant hK5, fluorogenic AMC substrate cleavage; inhibition, % at 5 µM; 0.59% of 210,000 active;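 active = inhibition of 40% or more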;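 also: 0% = enzyme controls without compound and 100% = no-enzyme blanks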
# EBV gp42 inh = blocks Epstein-Barr virus glycoprotein 42 binding. Q1HVG2. Fluorescence polarization binding assay, mP read-out. inhibition, % (tested at 21.74 µM). 0.42% of 220,000 active. AID 1085; in the data active = inhibition above about 50%
# Thrombin inh = thrombin (human) inhibition; alpha-thrombin, Boc-VPR-AMC fluorogenic substrate cleavage; P00734; inhibition, % at 5 µM; 0.26% of 220,000 active;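 active = inhibition at or above 40%; inactive = inhibition below 40%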;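 also: 0% = enzyme with no compound and 100% = wells without enzyme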
#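 signal = AMC fluorescence, 355/460 nm | material = human alpha-thrombin enzyme | control set = enzyme without compound as high, wells lacking enzyme as low | times = reaction at room temperature | read-out basis = percent inhibition scaled between no-compound controls and no-enzyme blanks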
# Furin inhibitor = human furin inhibition; P09958; purified furin, fluorogenic substrate cleavage; inhibition, % at 30 µM; 0.061% of 220,000 active; AID 463115; in the data active = inhibition above about 25%; also: inactives centre near -15
# Target sequence (P09958 108-714 limits assumed): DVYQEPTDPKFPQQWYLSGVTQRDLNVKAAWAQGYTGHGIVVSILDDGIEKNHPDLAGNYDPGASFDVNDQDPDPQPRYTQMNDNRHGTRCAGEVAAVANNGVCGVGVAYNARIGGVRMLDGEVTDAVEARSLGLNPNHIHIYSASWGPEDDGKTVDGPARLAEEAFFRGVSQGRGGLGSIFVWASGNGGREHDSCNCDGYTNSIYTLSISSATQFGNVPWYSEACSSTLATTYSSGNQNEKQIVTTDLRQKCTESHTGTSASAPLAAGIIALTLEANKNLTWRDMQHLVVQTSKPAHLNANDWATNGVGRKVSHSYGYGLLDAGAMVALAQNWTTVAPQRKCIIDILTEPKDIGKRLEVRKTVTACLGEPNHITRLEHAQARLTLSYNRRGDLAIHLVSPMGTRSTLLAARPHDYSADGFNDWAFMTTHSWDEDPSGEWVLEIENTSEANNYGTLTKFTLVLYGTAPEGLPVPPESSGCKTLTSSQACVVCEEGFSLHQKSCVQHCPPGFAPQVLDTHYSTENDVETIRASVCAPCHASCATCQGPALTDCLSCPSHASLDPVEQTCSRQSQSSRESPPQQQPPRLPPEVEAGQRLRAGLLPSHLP
# eIF4E 4G PPI = blocks eIF4E binding to eIF4G. TR-FRET eIF4E-eIF4GI(517-606) binding, 2 h. 0.37% of 220,000 active. inhibition, % at 21.7 µM;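 also: 0% = full FRET control wells and 100% = background wells lacking eIF4GI fragment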
# 14-3-3 Bad inh = disrupts binding of bovine 14-3-3 zeta to phospho-Bad peptide; P63103; TR-FRET 14-3-3zeta/Dy647-pBad peptide displacement, 1 h; inhibition, % at 21.7 µM; 0.71% of 220,000 active; AID 781;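 active = inhibition above about 70%, limit read from the data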;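 also: 0% = full 14-3-3 plus peptide FRET controls and 100% = background without 14-3-3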
# Rad51 HR inh = Rad51 (human) homologous recombination inhibition | Q06609 | hRad51 DNA strand exchange, fluorescence dequenching | inhibition, % at 10 µM | 0.085% of 200,000 active;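 active = inhibition above 40% at the single screening dose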;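 also: 0% = DMSO control wells and 100% = blanks with heterologous ssDNA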
#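 Test system – preformed human Rad51 ssDNA filaments · Reagent – Donor/quencher-labelled 47-bp dsDNA substrate · Incubation – 37 °C 15-min filament assembly, 30-min compound preincubation, 15-min exchange · Signal – FRET fluorescence dequenching, excitation 485 nm, emission 520 nm · Read-out – percent inhibition from fluorescence, normalised to plate control and blank means · Benchmarks – plate control and blank wells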
# p47phox inh = blocks human p47phox regulatory protein of NADPH oxidases | P14598 | p47phox/p22phox peptide binding, fluorescence polarization, 2 h | inhibition, % at 24.7 µM | 0.53% of 220,000 active | AID 1274;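 also: 0% = p47phox with labelled peptide and 100% = labelled peptide alone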
# * marks the source's active call; other numbers are inactive results; x = not tested or not shown; [ ] = another dose, or the depositor's remark.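 The calls were made as follows, unless noted: active = inhibition above about 30% (limit read from the data); inactive = the rest.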
SMILES,KCC2 mod,hK5 inh,EBV gp42 inh,Thrombin inh,Furin inhibitor,eIF4E 4G PPI,14-3-3 Bad inh,Rad51 HR inh,p47phox inh
COc1ccc(/C=N/NC(=O)c2ccncc2)c(C(=O)O)c1OC,-0.02,1,-1,-7,-1,-5,-3,x,0
COc1ccc(S(=O)(=O)N(CC(=O)NCc2cccnc2)C2CCCCC2)cc1OC,-2.5,1,-15,2,-7,2,-1,3,2
COc1ccc(C(=O)Nc2ccc(NC(=O)c3ccco3)c(Cl)c2)cc1OC,1.2,2,-14,0,-20[20 µM],1,40,4,5
Cc1ccc(S(=O)(=O)Nc2ccc(O)c3ncccc23)cc1,-0.085,-8,4,-4,-22,-3,-12,-14,-6
COc1cc(NC(=O)c2ccco2)c(OC)cc1NC(=O)Nc1ccccc1Cl,0.15,36,2,8,1,5,10,6,1
COC(=O)c1ccc2c(c1)N(Cc1cc(C)ccc1C)C(=O)c1ccccc1S2=O (centres undefined),-0.6,-16,-2,1,-16,-1[fluorescence artefact?],4,-3,-9
O=C1N2CCSC2=NC1(Nc1nccs1)C(F)(F)F (centres undefined),-0.69,-17,-28,0,-9[20 µM],-2,8[fluorescence artefact?],1,2
Cc1ccc(C(C(=O)NC(C)(C)C)N(C(=O)c2csnn2)c2ccccc2F)o1 (centres undefined),0.67,-11,-1,-6,-20,-5[fluorescence artefact?],-15[fluorescence artefact?],3,0
CC(=O)NCCC1CCCCN1Cc1nc(Cc2cccc(C(F)(F)F)c2)no1 (centres undefined),0.79,4,-12,-2,-27,4,-2,x,1
Cc1cc(C)nc(SCc2ccc([N+](=O)[O-])cc2)n1,-0.32,5,-21,1,-14,1,-8,7,3
CC(C)(C)C(=O)NC(NC(=S)Nc1sc2c(c1C#N)CCCC2)C(Cl)(Cl)Cl (centres undefined),-1.8,0,-17,-1,-3,-21,23,-4,-32
CNC(=O)COC(=O)c1cc(SC)ccc1Cl,-0.7,0,-14,-3,-20,1,-1,-1,-3
O=C(COc1ccccc1O)N1CCN(C(=O)c2ccco2)CC1,x,-26,-30,6,-14,-13[fluorescence artefact?],-2[fluorescence artefact?],-4,-11
O=C(NCc1ccco1)c1cccc(Nc2nc3ccc(Br)cc3[nH]2)c1,0.38,34,16,11,9[20 µM],-11,-7,1,-2
O=C1C2C3C=CC(C3)C2C(=O)N1c1cccc(N2C(=O)C3C4C=CC(C4)C3C2=O)n1 (centres undefined),-0.38,15,17,0,-27[20 µM],1,9,-1,-8
COCC1=C(C(=O)OC)C(c2cccs2)n2ncnc2N1 (centres undefined),-0.055,0,-14,0,3,-2,3,17,-16
Cc1ccc(-n2c(SCC(=O)NCc3ccc4c(c3)OCO4)nnc2-c2cccnc2)c(C)c1,-1.8,-1,2,0,-12[20 µM],2,-5,x,8
CCn1c(=O)c([N+](=O)[O-])c(NCC2CCCO2)c2ccccc21 (centres undefined),-0.74,0,8,-5,-8,0,-3,x,6
Cc1cccc(Cn2nc(C(C)(C)C)cc2C(=O)Nc2ccc(F)cc2)c1,-0.21,3,-6,2,-20,3,2,32,-7
O=C1NC(=Nc2ccccc2)SC1Cc1ccccc1 (centres undefined),-0.72,1,-14,1,-30,3,-14,4,-3
CCOc1cc(S(=O)(=O)n2ccc(C)n2)ccc1Br,-0.6,5,8,-2,-8,0,3,-3,6
Cc1cc(C)nc(SCc2cn3c(C)cccc3n2)n1,0.48,3,-7,-5,-20,-1,0,x,-3
C=CCNC(=S)/C(=C(/[O-])c1ccccc1Br)[n+]1ccccc1,0.45,-6,-15,-8,-20,-4,-4,-5,-9
O=S(=O)(c1ccc(S(=O)(=O)N2CCN3CCCC3C2)cc1)N1CCCC1 (centres undefined),-0.056,-3,12,-15,-24[20 µM],0,1,5,-5
Cc1ccc(-c2nnc(CSc3nc4cc5c(cc4cc3C)OCO5)o2)cc1,-0.19,3,-2,3,-10,-11,-6,0,-9
Cc1cccc(C(=O)Nc2oc(-c3ccccc3)cc2C#N)c1,0.67,-17,2,-12,-10[20 µM],-13,-7[fluorescence artefact?],x,-17

# Four structures already listed, ordered by heavy-atom count, largest number first:
SMILES,KCC2 mod,hK5 inh,EBV gp42 inh,Thrombin inh,Furin inhibitor,eIF4E 4G PPI,14-3-3 Bad inh,Rad51 HR inh,p47phox inh
COC(=O)c1ccc2c(c1)N(Cc1cc(C)ccc1C)C(=O)c1ccccc1S2=O (centres undefined),-0.6,-16,-2,1,-16,-1[fluorescence artefact?],4,-3,-9
Cc1cccc(Cn2nc(C(C)(C)C)cc2C(=O)Nc2ccc(F)cc2)c1,-0.21,3,-6,2,-20,3,2,32,-7
Cc1ccc(S(=O)(=O)Nc2ccc(O)c3ncccc23)cc1,-0.085,-8,4,-4,-22,-3,-12,-14,-6
COCC1=C(C(=O)OC)C(c2cccs2)n2ncnc2N1 (centres undefined),-0.055,0,-14,0,3,-2,3,17,-16

# A different layout for part of the listing above.
# Each structure is followed by: KCC2 mod	hK5 inh	EBV gp42 inh	Thrombin inh	Furin inhibitor	eIF4E 4G PPI	14-3-3 Bad inh	Rad51 HR inh	p47phox inh
> COc1ccc(C(=O)Nc2ccc(NC(=O)c3ccco3)c(Cl)c2)cc1OC
    1.2	2	-14	0	-20[20 µM]	1	40	4	5
> O=C1C2C3C=CC(C3)C2C(=O)N1c1cccc(N2C(=O)C3C4C=CC(C4)C3C2=O)n1 (centres undefined)
    -0.38	15	17	0	-27[20 µM]	1	9	-1	-8
> Cc1cccc(C(=O)Nc2oc(-c3ccccc3)cc2C#N)c1
    0.67	-17	2	-12	-10[20 µM]	-13	-7[fluorescence artefact?]	x	-17
> CC(C)(C)C(=O)NC(NC(=S)Nc1sc2c(c1C#N)CCCC2)C(Cl)(Cl)Cl (centres undefined)
    -1.8	0	-17	-1	-3	-21	23	-4	-32
> CCn1c(=O)c([N+](=O)[O-])c(NCC2CCCO2)c2ccccc21 (centres undefined)
    -0.74	0	8	-5	-8	0	-3	x	6
> COc1cc(NC(=O)c2ccco2)c(OC)cc1NC(=O)Nc1ccccc1Cl
    0.15	36	2	8	1	5	10	6	1
